IMP-1 inhibitor: inhibitors of Pseudomonas aeruginosa IMP-1 metallo-beta-lactamase | purified IMP-1, nitrocefin hydrolysis, epi-absorbance fluorescence | 290,000 compounds, 0.45% hits | AID 1556 | inhibition, % at 5.6 µM;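 active = inhibition above the mean plus 3 SD of all compounds in the same screening run, cut at about 4.5% in these data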;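 also: 0% = IMP-1 with DMSO and 100% = DMSO wells lacking enzyme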
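System: Purified IMP-1 | Read-out basis: Percent enzyme inhibition | Controls: IMP-1 with DMSO as 0%, enzyme-free DMSO as 100% | Replicates: One well per compound | Doses: 5.6 µM nominal single concentration | Detection: Epi-absorbance fluorescence, 480 nm excitation, 530 nm emission | Incubation: 25 °C, 15 min preincubation, 25 min reaction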
NS3 helicase inh: HCV NS3 helicase inhibition; 290,000 compounds, 0.56% hits; NS3 helicase DNA unwinding, Cy5 molecular beacon fluorescence; inhibition, % at 10.9 µM;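 active = inhibition above the mean of all tested compounds plus 3 SD, set per campaign, cut at about 35% in these data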;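 also: 0% = DMSO wells and 100% = thioflavine S control wells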
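test system = hepatitis C virus NS3 helicase domain fragment enzyme | reagent = annealed dual-labelled DNA beacon duplex, ATP-started | times = 1 h at 25 °C | detection = Cy5 fluorescence, 0 and 60 min reads | read-out basis = percent inhibition from t60/t0 fluorescence ratio | control set = DMSO and thioflavine S | replication = one well per compound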
MEKK2 WT-MEK5: raises or lowers MEK5 binding to wildtype human MEKK2 PB1 domain. Q9Y2U5. bead flow cytometry, Alexa488-MEK5 binding to MEKK2 WT; actives lie on both sides. 290,000 compounds, 1.1% hits. binding response (% of control), % at 10 µM. AID 1531; in the data active = binding response below about 67% or above about 130%
M18AAP inhibitor: PfM18AAP enzyme inhibition | recombinant PfM18AAP, H-Glu-NHMec fluorogenic cleavage | inhibition, % at 7.35 µM | 290,000 compounds, 1.2% hits | AID 1822;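 active = inhibition above the campaign mean inhibition over all tested compounds plus 3 SD, cut at about 28% in these data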;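 also: 0% = plate median of test compound wells and 100% = 2 mM ZnCl2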
MEKK2 mut-MEK5: signal of MEK5 binding to mutant human MEKK2 PB1 domain; percent response, % at 10 µM; AID 1530; bead flow cytometry, Alexa488-MEK5 binding to MEKK2 mutant; 290,000 compounds, 0.35% hits; in the data active = percent response above about 24%, passing the limit was not always enough; also: inactives centre near 1; some results filed as inactive read as strong as hits
VIM-2 inh: inhibitors of Pseudomonas aeruginosa VIM-2 metallo-beta-lactamase | purified VIM-2, nitrocefin hydrolysis, epi-absorbance fluorescence | inhibition, % at 5.6 µM | 290,000 compounds, 0.89% hits;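 active = inhibition above the mean of all tested compounds plus 3 SD, cutoff set per screening run, cut at about 7.5% in these data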;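 also: red hydrolysis product quenches plate fluorescence so inhibitors raise well fluorescence; 0% = enzyme with DMSO and 100% = DMSO without enzyme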
UBC9 SUMO inh: inhibitors of human SUMOylation (UBC9); inhibition, % at 35 µM; 290,000 compounds, 0.36% hits; AID 2006; HTRF SUMOylation assay, SAE1/SAE2 + UBC9, in vitro; in the data active = inhibition above about 50%, passing the limit was not always enough; also: strong numbers were not always called active
Target sequence (P63279 whole entry, looked up): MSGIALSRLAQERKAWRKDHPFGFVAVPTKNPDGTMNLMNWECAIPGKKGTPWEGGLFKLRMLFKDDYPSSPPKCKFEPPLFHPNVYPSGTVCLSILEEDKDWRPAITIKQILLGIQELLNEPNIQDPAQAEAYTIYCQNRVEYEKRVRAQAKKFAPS
DNA FID counter: fluorescent intercalator displacement, NS3 helicase counter-screen. DNA fluorescent intercalator displacement, fluorescence. inhibition, % at 7.9 µM. 290,000 compounds, 0.17% hits. AID 1845; in the data active = inhibition above about 37%;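 also: 0% = vehicle and 100% = reference compound; higher means more ethidium bromide displaced from hairpin DNA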
NALP1 inh: NALP1 inhibition | 280,000 compounds, 0.61% hits | inhibition, % at 10 µM | S. cerevisiae NALP1/ASC/caspase-1 growth, X-gal OD620, 72 h; in the data active = inhibition mostly above about 24%, no sharp cut-off; inactive = mostly below about 32%; also: some compounds called inactive have numbers as strong as hits
Active calls of the source: *; . = not tested or not shown.

Sample of the layout (twelve entries):
SMILES | IMP-1 inhibitor | NS3 helicase inh | MEKK2 WT-MEK5 | M18AAP inhibitor | MEKK2 mut-MEK5 | VIM-2 inh | UBC9 SUMO inh | DNA FID counter | NALP1 inh
C=CCSc1nnc(-c2nnc(SCC=C)n2-c2ccccc2)n1-c1ccccc1 | -1.4 | -5 | 89 | -9 | -5 | -3.1 | 19 | -30 | 14
COc1cc(OC)c(OC)cc1CN1CCN(c2ccccc2OC)CC1 | -2.6 | -8 | 99 | 1 | 4 | -3.7 | 9 | 10 | 38
COc1ccc(S(=O)(=O)NC(CC(=O)O)c2ccco2)cc1 (stereo not drawn) | -0.3 | 10 | 95 | -6 | -2 | -1.4 | 13 | 3 | 31
COc1cc(/C=N/NC(=Nc2ccc(C)cc2)c2nc3ccccc3s2)ccc1O | -4.2 | -12 | 91 | 1 | 1 | -5.1 | -5 | -30 | 10
CCOC(=O)N1CCN(C(=O)CSCc2nc(-c3ccccc3F)oc2C)CC1 | -2.9 | -2 | 97 | 0 | -3 | -1.8 | 20 | -37 | -2
Cc1c(Br)c([N+](=O)[O-])nn1C(C)C(=O)N1CCCc2ccccc21 (stereo not drawn) | -0.2 | 2 | 100 | -10 | 2 | -0.5 | 16 | 0 | 11
c1ccc2c(c1)[nH]c1c(N3CCC4(CC3)OCCO4)ncnc12 | -3.4 | 6 | 100 | -7 | 0 | -1.7 | 29 | 0 | -10
O=S(=O)(Nc1ccccc1O)c1cccc2cccnc12 | -1.7 | 1 | 93 | 6 | -4 | -1.3 | 3 | 0 | 4
COc1ccccc1/C=[N+](\[O-])C1SC(=S)N(C)C1(C)C (stereo not drawn) | -1.8 | 3 | 99 | 15 | -17 | 5.8 | -6 | -1 | .
O=C(Cc1n[nH]c(=O)c2ccccc12)Nc1ccc(-c2nnc3n2CCCCC3)cc1 | -1.6 | 0 | 101 | 7 | 2 | -1.5 | 16 | -12 | -3
COc1ccc(CC(=O)N2CCN(c3ccc(C4=NNC(=O)CC4C)cc3)CC2)cc1 (stereo not drawn) | -0.8 | 0 | . | -4 | . | -0.6 | 20 | -28 | 11
Cc1c(Nc2cc(N3CCCC(C)C3)c3nonc3c2[N+](=O)[O-])c(=O)n(-c2ccccc2)n1C (stereo not drawn) | -3.2 | 13 | . | -6 | . | -1.1 | 16 | -8 | 10

This part in full, from the first entry:
SMILES | IMP-1 inhibitor | NS3 helicase inh | MEKK2 WT-MEK5 | M18AAP inhibitor | MEKK2 mut-MEK5 | VIM-2 inh | UBC9 SUMO inh | DNA FID counter | NALP1 inh
C=CCSc1nnc(-c2nnc(SCC=C)n2-c2ccccc2)n1-c1ccccc1 | -1.4 | -5 | 89 | -9 | -5 | -3.1 | 19 | -30 | 14
COc1cc(OC)c(OC)cc1CN1CCN(c2ccccc2OC)CC1 | -2.6 | -8 | 99 | 1 | 4 | -3.7 | 9 | 10 | 38
COc1ccc(S(=O)(=O)NC(CC(=O)O)c2ccco2)cc1 (stereo not drawn) | -0.3 | 10 | 95 | -6 | -2 | -1.4 | 13 | 3 | 31
COc1cc(/C=N/NC(=Nc2ccc(C)cc2)c2nc3ccccc3s2)ccc1O | -4.2 | -12 | 91 | 1 | 1 | -5.1 | -5 | -30 | 10
CCOC(=O)N1CCN(C(=O)CSCc2nc(-c3ccccc3F)oc2C)CC1 | -2.9 | -2 | 97 | 0 | -3 | -1.8 | 20 | -37 | -2
Cc1c(Br)c([N+](=O)[O-])nn1C(C)C(=O)N1CCCc2ccccc21 (stereo not drawn) | -0.2 | 2 | 100 | -10 | 2 | -0.5 | 16 | 0 | 11
c1ccc2c(c1)[nH]c1c(N3CCC4(CC3)OCCO4)ncnc12 | -3.4 | 6 | 100 | -7 | 0 | -1.7 | 29 | 0 | -10
O=S(=O)(Nc1ccccc1O)c1cccc2cccnc12 | -1.7 | 1 | 93 | 6 | -4 | -1.3 | 3 | 0 | 4
COc1ccccc1/C=[N+](\[O-])C1SC(=S)N(C)C1(C)C (stereo not drawn) | -1.8 | 3 | 99 | 15 | -17 | 5.8 | -6 | -1 | .
O=C(Cc1n[nH]c(=O)c2ccccc12)Nc1ccc(-c2nnc3n2CCCCC3)cc1 | -1.6 | 0 | 101 | 7 | 2 | -1.5 | 16 | -12 | -3
COc1ccc(CC(=O)N2CCN(c3ccc(C4=NNC(=O)CC4C)cc3)CC2)cc1 (stereo not drawn) | -0.8 | 0 | . | -4 | . | -0.6 | 20 | -28 | 11
Cc1c(Nc2cc(N3CCCC(C)C3)c3nonc3c2[N+](=O)[O-])c(=O)n(-c2ccccc2)n1C (stereo not drawn) | -3.2 | 13 | . | -6 | . | -1.1 | 16 | -8 | 10
COc1ccc(N2Cc3ccc(OC)c(OC)c3C2=O)cc1 | -4.3 | -2 | 106 | -2 | 7 | 0.7 | 11 | -23 | -14
CSc1ccccc1NC(=O)CN(C)CC(=O)Nc1ccccc1C(F)(F)F | -0.3 | 0 | 93 | -4 | -13 | -1.8 | 10 | -29 | 14
O=C(N/N=C/c1ccc([N+](=O)[O-])o1)c1ccc(O)cc1 | -4.7 | 14 | 99 | 27 | 3 | -2.8 | -12 | 1 | 14
Cc1ccccc1N(C(=O)Cc1c[nH]c2ccccc12)C(C(=O)NC1CCCCC1)c1ccco1 (stereo not drawn) | 2.1 | 5 | 98 | -1 | -2 | -3.0 | 20 | -5 | 34
Cc1cc(NC(=O)C2C3C(=O)N(CCC(C)C)C(C(=O)NCc4ccccc4)C34C=CC2(C)O4)no1 (stereo not drawn) | -4.2 | 0 | 105 | 10 | 2 | -3.7 | -2 | -7 | 43
Cc1cc(C(=O)N/N=C2\CC(=O)CC(C)(C)C2)c2ccccc2n1 | 1.6 | -2 | 97 | 4 | -1 | -0.5 | 3 | -6 | 10
C=CCSc1ncc(-c2ccccc2)cn1 | -0.1 | -9 | 94 | -11 | -8 | 0.6 | -3 | -2 | 4
CCn1c(COc2c(C)cccc2C)nnc1SCc1nc2ccccc2c(=O)[nH]1 | -3.1 | 2 | 101 | -2 | 0 | -2.7 | -8 | -34 | -3
Clc1cccc(CN2CCc3c([nH]c4ccccc34)C2)c1Cl | -0.6 | -29 | 107 | 18 | -1 | -1.0 | -18 | 1 | 20
CC1CCc2c(c3ccccc3[nH]c2=O)O1 (stereo not drawn) | -3.6 | -15 | 105 | -7 | 6 | -0.9 | 5 | -5 | -29
Nc1ccc(-c2nc3ccc(C(=O)O)cc3s2)cc1 | 2.5 | 2 | 98 | 9 | -1 | 2.3 | 50 | -4 | 20
COC(=O)c1ccc(N=Cc2c(C(F)(F)F)[nH]n(C)c2=O)cc1 | -2.8 | -8 | 102 | -8 | 2 | -0.8 | 0 | 7 | 5
O=C(COC(=O)c1cccnc1Cl)NCc1ccco1 | -3.1 | -3 | 102 | -6 | -2 | 0.2 | 16 | 0 | 17
Cc1cccc(C)c1N1CCN(C(=O)Cn2cncn2)CC1 | -4.3 | -1 | 100 | 20 | 1 | -1.2 | 0 | -1 | 5
Cc1cc(C)c(OCC(O)CN2CCN(C(=O)c3ccccc3)CC2)c(C)c1 (stereo not drawn) | -3.6 | -9 | 106 | 6 | 2 | -3.3 | 5 | -23 | .
Fc1ccc(N2N=C(c3cccs3)CC2c2ccccc2)cc1 (stereo not drawn) | -1.0 | 1 | 96 | 3 | -2 | -1.6 | 4 | 0 | 0
COc1ccccc1NC(=O)COC(=O)c1ccccc1C(=O)N1CCN(c2ccccc2)CC1 | -1.9 | -2 | 106 | -4 | -3 | -2.2 | 12 | -36 | -2
CCOc1cc2[nH]c(=S)n(Cc3ccc(C(=O)NCC(OC)OC)cc3)c(=O)c2cc1OCC | -2.4 | 0 | 99 | -1 | 6 | -4.7 | 16 | 2 | -3
CCOc1ccc(CN2CCC(n3nccc3NC(=O)CCCc3ccccc3)CC2)cc1 | 2.1 | -39 | 116 | 1 | 3 | 3.0 | 8 | 38* | 30
CCC1CCCCN1CCCNC(=O)C1CCN(S(=O)(=O)N2CCC3(CC2)OCCO3)CC1 (stereo not drawn) | -1.7 | 7 | 103 | 0 | 3 | -4.7 | 0 | 7 | 8
C=CCNc1nc(Cl)nc(Nc2cc(Cl)ccc2OC)n1 | -1.3 | -15 | 106 | -3 | 4 | -0.1 | 10 | -6 | 15
Cc1ccc(C(=O)CCNc2ccc(F)c(Cl)c2)o1 | -3.8 | 11 | 97 | 19 | 0 | -2.0 | 3 | -1 | -10
S=C(c1cn(Cc2ccccc2)c2ccccc12)N1CCOCC1 | -2.6 | 1 | 103 | -15 | 2 | -2.5 | -8 | -18 | -7
Cc1nn(C(=O)c2ccco2)c(C)c1CN1C(=O)c2ccccc2C1=O | -2.1 | 1 | 101 | 5 | 1 | 0.0 | -16 | 3 | 4
O=S(=O)(NC1CC1)c1ccc(S(=O)(=O)N2CCC3(CC2)OCCO3)cc1 | -1.8 | 12 | 94 | -3 | -9 | -3.7 | 20 | -3 | 15
Cc1cc2cc(C#N)c(NCCNC(=S)NCCCN3CCOCC3)nc2cc1C | -4.9 | -31 | 103 | 2 | 0 | 4.5 | 7 | 7 | 10
COc1cc(C(Nc2ccc(S(=O)(=O)NCC3CCCO3)cc2)C(=O)NC(C)(C)C)cc(OC)c1OC (stereo not drawn) | -4.1 | 4 | 121 | -1 | 30 | -2.4 | -6 | -32 | .
COc1c2c(nc3occc13)C(CC=C(C)C)(OC)C(O)CC2 (stereo not drawn) | -3.0 | 0 | 101 | 5 | 2 | -2.9 | 2 | -12 | -102
Cc1ccc(O)c(NC(=O)c2cc(-c3ccco3)on2)c1 | -0.5 | -5 | 104 | -2 | 2 | 3.1 | 9 | -6 | 28
O=C(Nc1cccc(-c2csc(Nc3ccccc3)n2)c1)c1cc([N+](=O)[O-])cc(C(F)(F)F)c1 | 1.5 | 9 | 94 | -7 | -5 | 1.6 | -1 | 3 | 34
CC(=O)N1CCN(C(=S)c2cccc([N+](=O)[O-])c2)CC1 | -1.6 | -11 | 109 | -13 | 0 | -0.5 | 2 | -2 | 19
COc1cc(/C=N\NC(=O)c2ccc(C)nc2)ccc1OC(=O)c1cccc(F)c1 | -4.0 | 16 | 100 | 7 | 2 | -2.0 | 0 | -37 | -3
CCOC(=S)N/C(=N\S(C)(=O)=O)c1ccccc1 | -1.1 | -6 | 98 | -1 | -5 | -1.3 | -1 | 1 | -4
CCOC(=O)C1(Cc2ccccc2C)CCCN(C(=O)c2ccc(OC)o2)C1 (stereo not drawn) | -2.1 | 2 | 99 | 2 | -2 | -1.0 | -11 | -47 | 18
CCN(c1ccccc1)S(=O)(=O)c1ccc(C(=O)N(C)CCc2ccc(OC)c(OC)c2)cc1 | -2.8 | -9 | 99 | 4 | 3 | -2.2 | 13 | -54 | 19

Compound activity: PubChem, several laboratories
